Screening results from PubChem BioAssay.
HTRA1 inhibitor = HTRA1 serine protease inhibitors, primary screen, biochemical, fluorescence polarization, HTS; Q92743; recombinant HTRA1, FP-rhodamine activity-based probe; inhibition, % at 5.96 µM; actives 0.5% (n = 340,000); in the data active = inhibition above about 36%;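 also: 0% = enzyme with DMSO and 100% = wells lacking enzyme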
The depositor's hits bear a star. Only part of the results is shown; the hit share may differ from the screen's.

SMILES	HTRA1 inhibitor
O=S(=O)(c1cccc2cnccc12)N1CCCNCC1	5.3
